Screening data deposited in PubChem BioAssay by The Scripps Research Institute Molecular Screening Center.
LYPLA2 inh – counter-screen for PME1 inhibitors: inhibitors of human LYPLA2. inhibition, % at 5.9 µM. 320,000 compounds, 0.38% hits. recombinant LYPLA2, FP-Rh probe fluorescence polarization;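 active means inhibition above the screen-wide mean plus 3 SD, limit set per campaign, cut at about 26% in these data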;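 further: 0% = LYPLA2 with DMSO and 100% = wells lacking LYPLA2 enzyme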
PAFAH1B3 inh – inhibitors of human PAFAH1B3. recombinant PAFAH1B3, FP-rhodamine probe, fluorescence polarization. inhibition, % at 3.39 µM. Q15102. AID 492972. 340,000 compounds, 0.28% hits;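 active means inhibition above the screen-wide average of all tested compounds plus 3 SD, cut at about 25% in these data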;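 further: 0% = enzyme with DMSO only and 100% = wells lacking PAFAH1B3 protein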
Target sequence (Q15102 whole entry, looked up): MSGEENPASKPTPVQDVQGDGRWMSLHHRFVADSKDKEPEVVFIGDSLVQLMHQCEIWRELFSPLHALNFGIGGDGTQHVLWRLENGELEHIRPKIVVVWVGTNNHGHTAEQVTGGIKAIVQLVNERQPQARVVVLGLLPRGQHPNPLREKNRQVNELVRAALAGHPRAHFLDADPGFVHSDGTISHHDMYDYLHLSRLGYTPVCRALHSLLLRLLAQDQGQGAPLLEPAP
ZTA counter – counter-screen for EBNA-1 inhibitors: inhibitors of Epstein-Barr virus ZTA; inhibition, % at 11 µM; P03206; 320,000 compounds, 0.15% hits; ZTA-DNA binding, fluorescence polarization; in the data active means inhibition above about 33%
Target sequence (P03206 whole entry, looked up): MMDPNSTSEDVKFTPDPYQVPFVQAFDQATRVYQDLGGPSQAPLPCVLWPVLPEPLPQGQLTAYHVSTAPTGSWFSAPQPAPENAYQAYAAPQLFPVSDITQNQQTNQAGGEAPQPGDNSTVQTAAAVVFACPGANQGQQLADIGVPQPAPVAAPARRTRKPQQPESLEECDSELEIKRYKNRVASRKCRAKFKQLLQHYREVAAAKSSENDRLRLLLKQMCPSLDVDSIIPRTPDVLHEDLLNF
pPAFAH FP inh – inhibitors of human plasma PAF acetylhydrolase (pPAFAH); Q13093; AID 463082; 330,000 compounds, 1.5% hits; recombinant pPAFAH, FP-rhodamine probe fluorescence polarization; inhibition, % at 3.39 µM;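 active means inhibition above the mean inhibition across the screen plus 3 SD, cut at about 25% in these data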;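 further: inhibitors block binding of the rhodamine activity-based probe so polarization drops; 0% = enzyme with DMSO and 100% = wells lacking pPAFAH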
Target sequence (Q13093 whole entry, looked up): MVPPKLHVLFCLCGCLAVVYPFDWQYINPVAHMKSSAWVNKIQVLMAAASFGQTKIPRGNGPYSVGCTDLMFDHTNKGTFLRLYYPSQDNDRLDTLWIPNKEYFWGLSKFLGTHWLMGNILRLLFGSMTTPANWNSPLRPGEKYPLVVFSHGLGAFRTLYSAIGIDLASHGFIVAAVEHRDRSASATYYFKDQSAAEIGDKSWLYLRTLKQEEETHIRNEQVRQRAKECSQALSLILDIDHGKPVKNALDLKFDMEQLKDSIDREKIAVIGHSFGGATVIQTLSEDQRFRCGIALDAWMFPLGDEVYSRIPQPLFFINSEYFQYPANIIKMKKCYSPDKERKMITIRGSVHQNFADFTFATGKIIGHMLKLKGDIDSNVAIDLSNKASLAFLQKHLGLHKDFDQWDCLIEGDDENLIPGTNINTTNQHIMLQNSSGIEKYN
PREPL inh – human PREPL enzyme inhibition; recombinant PREPL, fluorescence polarization activity-based probe; inhibition, % at 5.96 µM; 320,000 compounds, 0.68% hits; Q4J6C6; in the data active means inhibition above about 43%;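 further: 0% = enzyme with DMSO and 100% = wells lacking enzyme; many of its hits are not listed in these tables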
PAFAH1B2 inh – PAFAH1B2 (human) inhibition; P68402; recombinant PAFAH1B2, FP-rhodamine activity probe, fluorescence polarization; inhibition, % at 3.39 µM; 340,000 compounds, 1.2% hits; AID 492953;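 active means inhibition above the mean of all tested compounds plus 3 SD, cut at about 24% in these data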;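 further: 0% = enzyme with DMSO and 100% = wells lacking PAFAH1B2; many of its hits are not listed in these tables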
EBNA-1 inh – blocks EBNA-1 binding to DNA | EBNA-1 DNA binding, fluorescence polarization | inhibition, % at 14.8 µM | 300,000 compounds, 0.34% hits; in the data active means inhibition above about 28%
LYPLA1 inh – LYPLA1 (human) inhibition in PME1 counter-screen | O75608 | recombinant LYPLA1, FP-Rh probe fluorescence polarization | inhibition, % at 5.9 µM | 320,000 compounds, 0.16% hits | AID 2174;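 active means inhibition above the mean of all tested compounds plus 3 SD, set per campaign, cut at about 14% in these data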;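 further: inhibitors block serine hydrolase probe labeling of LYPLA1 so polarization falls; 0% = enzyme with DMSO and 100% = wells lacking LYPLA1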
PAFAH2 inh – PAFAH2 (human) inhibition; Q99487; recombinant PAFAH2, FP-rhodamine activity probe, fluorescence polarization; inhibition, % at 3.39 µM; 340,000 compounds, 0.99% hits; AID 492956;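 active means inhibition above the mean over all tested compounds plus 3 SD, cut at about 30% in these data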;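 further: inhibitors block probe labeling of enzyme so polarization drops; 0% = enzyme with DMSO and 100% = wells lacking PAFAH2 protein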
Active calls of the source: *. Some of the compounds tested; the hit share may differ from the screen's.

O=C(NCC1CCCO1)c1cc2c(s1)CCC2 (stereo not given) was read as LYPLA2 inh 2, PAFAH1B3 inh 10, ZTA counter 9, pPAFAH FP inh 1, PREPL inh -5, PAFAH1B2 inh 10, EBNA-1 inh -6, LYPLA1 inh -2 and PAFAH2 inh 4.
For O=C(c1coc(=O)c(Br)c1)N1CCCc2ccccc21 the results were LYPLA2 inh -8, PAFAH1B3 inh 7, ZTA counter -6, pPAFAH FP inh 43*, PREPL inh 33, PAFAH1B2 inh 7, EBNA-1 inh 11, LYPLA1 inh -3 and PAFAH2 inh 27.
`CCC(Cc1ccccc1)NC(=O)C1=C(C)C(=O)OC12CCC(C)CC2` (stereo not given) gave LYPLA2 inh -1, PAFAH1B3 inh 0, ZTA counter -4, pPAFAH FP inh 0, PREPL inh -12, PAFAH1B2 inh 2, EBNA-1 inh 4, LYPLA1 inh 0 and PAFAH2 inh 0.
`NC(=O)Cn1c(=O)n(Cc2ccccc2)c(=O)c2cccnc21` gave LYPLA2 inh -1, PAFAH1B3 inh 5, ZTA counter -13, pPAFAH FP inh 3, PREPL inh -7, PAFAH1B2 inh 4, EBNA-1 inh 11, LYPLA1 inh 1 and PAFAH2 inh 6.
Screening COc1ccc(/C=N/NC(=O)c2ccc(COCC(F)(F)C(F)F)cc2)cc1 returned LYPLA2 inh 1, PAFAH1B3 inh 3, ZTA counter -2, pPAFAH FP inh -7, PREPL inh 16, PAFAH1B2 inh 2, EBNA-1 inh 11, LYPLA1 inh -3 and PAFAH2 inh -9.
CCCCNC(=S)NC(=O)c1ccc([N+](=O)[O-])cc1 was read as LYPLA2 inh -1, PAFAH1B3 inh 8, ZTA counter 4, pPAFAH FP inh 2, PREPL inh 7, PAFAH1B2 inh 1, EBNA-1 inh 7, LYPLA1 inh -6 and PAFAH2 inh 5.
For CC(C)CC(=O)Nc1nnc(S(=O)(=O)N(C)c2ccc(Cl)cc2)s1 the results were LYPLA2 inh -6, PAFAH1B3 inh -1, ZTA counter 3, pPAFAH FP inh 4, PREPL inh -8, PAFAH1B2 inh 27*, EBNA-1 inh 24, LYPLA1 inh 0 and PAFAH2 inh 6.
COc1ccc(C(=O)NCCCSc2ccccc2)cc1F was read as LYPLA2 inh 3, PAFAH1B3 inh 6, ZTA counter 8, pPAFAH FP inh 3, PREPL inh -12, PAFAH1B2 inh 9, EBNA-1 inh 0, LYPLA1 inh 0 and PAFAH2 inh 6.
`CCN(C(=O)CCS(=O)(=O)c1ccc2c(c1)oc(=O)n2C)c1ccc(OC)cc1` gave LYPLA2 inh 5, PAFAH1B3 inh -3, ZTA counter -4, pPAFAH FP inh 2, PREPL inh 12, PAFAH1B2 inh 4, EBNA-1 inh -11, LYPLA1 inh 4 and PAFAH2 inh 2.
O=C(c1cnn(Cc2ccccc2)c1)N1CCN(S(=O)(=O)/C=C/c2ccccc2)CC1 was read as LYPLA2 inh 13, PAFAH1B3 inh -7, ZTA counter 9, pPAFAH FP inh 5, PREPL inh 7, PAFAH1B2 inh 2, LYPLA1 inh 2 and PAFAH2 inh 5.
`COc1cc2c(cc1OC)CN(C(=O)CCOc1ccccc1C)CC2` gave LYPLA2 inh -2, PAFAH1B3 inh 12, ZTA counter 15, pPAFAH FP inh -4, PREPL inh 9, PAFAH1B2 inh 12, EBNA-1 inh -10, LYPLA1 inh 1 and PAFAH2 inh 4.
CC(=O)c1ccc(C(=O)N2CCCC(CNC(=O)c3ccccc3Cl)C2)cc1 (stereo not given) was read as LYPLA2 inh 7, PAFAH1B3 inh 0, ZTA counter -7, pPAFAH FP inh 0, PREPL inh -1, PAFAH1B2 inh 0, EBNA-1 inh 5, LYPLA1 inh 1 and PAFAH2 inh -1.
Screening O=C(CSc1ccc(C(F)(F)F)cc1[N+](=O)[O-])N1CCOCC1 returned LYPLA2 inh 3, PAFAH1B3 inh 3, ZTA counter 0, pPAFAH FP inh 7, PREPL inh -1, PAFAH1B2 inh 1, EBNA-1 inh 0, LYPLA1 inh 0 and PAFAH2 inh 1.
Screening COc1ccc(/C=N/NC(=O)c2nonc2C)cc1 returned LYPLA2 inh -12, PAFAH1B3 inh 5, ZTA counter 2, pPAFAH FP inh -4, PREPL inh 18, PAFAH1B2 inh -2, EBNA-1 inh -3, LYPLA1 inh -1 and PAFAH2 inh -6.
`O=C1C=C(c2cccc(CO)c2)C[C@@H](c2ccc3c(c2)OCO3)C1` gave LYPLA2 inh 7, PAFAH1B3 inh 6, ZTA counter -2, pPAFAH FP inh 0, PREPL inh -13, PAFAH1B2 inh -5, LYPLA1 inh -1 and PAFAH2 inh -4.
Screening Cc1ccc(C)c(NC(=O)COC(=O)Cn2c(C)csc2=O)c1 returned LYPLA2 inh 1, PAFAH1B3 inh -1, ZTA counter -19, pPAFAH FP inh 5, PREPL inh 10, PAFAH1B2 inh 5, EBNA-1 inh 5, LYPLA1 inh -1 and PAFAH2 inh -5.
`COc1ccc(N2CC(C(=O)Nc3nc4ccc(OC)cc4s3)CC2=O)cc1` (stereo not given) gave LYPLA2 inh 2, PAFAH1B3 inh -1, ZTA counter -23, pPAFAH FP inh 12, PREPL inh 15, PAFAH1B2 inh 1, EBNA-1 inh -9, LYPLA1 inh -3 and PAFAH2 inh 7.
Screening O=[N+]([O-])c1cc(CN2CCCCCC2)ccc1O returned LYPLA2 inh 0, PAFAH1B3 inh 7, ZTA counter 3, pPAFAH FP inh 6, PREPL inh -2, PAFAH1B2 inh -4, EBNA-1 inh 4, LYPLA1 inh -2 and PAFAH2 inh -2.
`Cc1c(NC(=S)/C=C2\N(C)c3ccccc3C2(C)C)c(=O)n(-c2ccccc2)n1C` gave LYPLA2 inh -6, PAFAH1B3 inh 5, ZTA counter -4, pPAFAH FP inh -10, PREPL inh -11, PAFAH1B2 inh 0, EBNA-1 inh -9, LYPLA1 inh 0 and PAFAH2 inh -8.
Cc1cc(C(=O)OCC(=O)Nc2ccccc2)c(C)o1 was read as LYPLA2 inh -2, PAFAH1B3 inh 5, ZTA counter -3, pPAFAH FP inh 4, PREPL inh -3, PAFAH1B2 inh 0, EBNA-1 inh -4, LYPLA1 inh -1 and PAFAH2 inh 78*.

Quoted at random: 4 entries already listed.
Screening O=[N+]([O-])c1cc(CN2CCCCCC2)ccc1O returned LYPLA2 inh 0, PAFAH1B3 inh 7, ZTA counter 3, pPAFAH FP inh 6, PREPL inh -2, PAFAH1B2 inh -4, EBNA-1 inh 4, LYPLA1 inh -2 and PAFAH2 inh -2.
O=C(NCC1CCCO1)c1cc2c(s1)CCC2 (stereo not given) was read as LYPLA2 inh 2, PAFAH1B3 inh 10, ZTA counter 9, pPAFAH FP inh 1, PREPL inh -5, PAFAH1B2 inh 10, EBNA-1 inh -6, LYPLA1 inh -2 and PAFAH2 inh 4.
COc1ccc(C(=O)NCCCSc2ccccc2)cc1F was read as LYPLA2 inh 3, PAFAH1B3 inh 6, ZTA counter 8, pPAFAH FP inh 3, PREPL inh -12, PAFAH1B2 inh 9, EBNA-1 inh 0, LYPLA1 inh 0 and PAFAH2 inh 6.
For CC(C)CC(=O)Nc1nnc(S(=O)(=O)N(C)c2ccc(Cl)cc2)s1 the results were LYPLA2 inh -6, PAFAH1B3 inh -1, ZTA counter 3, pPAFAH FP inh 4, PREPL inh -8, PAFAH1B2 inh 27*, EBNA-1 inh 24, LYPLA1 inh 0 and PAFAH2 inh 6.

(more compounds)
`Cc1nc2ccccc2c(=O)n1NC(=O)Cc1ccc([N+](=O)[O-])cc1` gave LYPLA2 inh -2, PAFAH1B3 inh 7, ZTA counter -5, pPAFAH FP inh 0, PREPL inh 3, PAFAH1B2 inh 1, EBNA-1 inh -6, LYPLA1 inh 0 and PAFAH2 inh 6.
Screening CCOC(=O)C(NC(=O)c1cccnc1)(Nc1cccc(C)n1)C(F)(F)F (stereo not given) returned LYPLA2 inh 2, PAFAH1B3 inh 4, ZTA counter -3, pPAFAH FP inh 4, PREPL inh 16, PAFAH1B2 inh 1, EBNA-1 inh 7, LYPLA1 inh 1 and PAFAH2 inh -4.
For Cc1ccnc(NC(=O)Nc2cccc(F)c2)n1 the results were LYPLA2 inh 6, PAFAH1B3 inh 2, ZTA counter -10, pPAFAH FP inh 0, PREPL inh 0, PAFAH1B2 inh 2, EBNA-1 inh 0, LYPLA1 inh 0 and PAFAH2 inh -5.
CCOc1ccc(NC(=O)CN(C)C(=O)CC2CC3CCC2C3)cc1OCC (stereo not given) was read as LYPLA2 inh 10, PAFAH1B3 inh 0, ZTA counter -1, pPAFAH FP inh 0, PREPL inh 1, PAFAH1B2 inh -3, EBNA-1 inh 5, LYPLA1 inh 7 and PAFAH2 inh -6.
Screening O=S(=O)(CCc1nc2ccccc2[nH]1)c1ccc(Cl)cc1 returned LYPLA2 inh -4, PAFAH1B3 inh 8, ZTA counter 13, pPAFAH FP inh -5, PREPL inh -8, PAFAH1B2 inh 8, EBNA-1 inh 2, LYPLA1 inh 1 and PAFAH2 inh -3.
For Cc1nnc2ccc(-c3ccc(NS(=O)(=O)c4ccc(F)cc4F)cc3)nn12 the results were LYPLA2 inh 2, PAFAH1B3 inh 4, ZTA counter 9, pPAFAH FP inh 11, PREPL inh -1, PAFAH1B2 inh 1, EBNA-1 inh 9, LYPLA1 inh 2 and PAFAH2 inh 1.
For Cc1ccc2nc(NCCNC(=O)c3ccccc3)c(C#N)cc2c1 the results were LYPLA2 inh -10, PAFAH1B3 inh 0, ZTA counter -15, pPAFAH FP inh -3, PREPL inh 10, PAFAH1B2 inh 5, EBNA-1 inh -7, LYPLA1 inh -6 and PAFAH2 inh -2.
For COc1cccc(C(=O)N2CCN(Cc3cn[nH]c3-c3ccc(F)cc3F)CC2)c1 the results were LYPLA2 inh -2, PAFAH1B3 inh 2, ZTA counter 4, pPAFAH FP inh -5, PREPL inh 6, PAFAH1B2 inh 0, EBNA-1 inh -13, LYPLA1 inh -1 and PAFAH2 inh 0.
O=C(CSc1cccc2cccnc12)N/N=C/c1ccc(F)cc1 was read as LYPLA2 inh 0, PAFAH1B3 inh -11, ZTA counter 5, pPAFAH FP inh -8, PREPL inh 5, PAFAH1B2 inh 2, EBNA-1 inh -2, LYPLA1 inh 0 and PAFAH2 inh -6.
Cc1nn(-c2ccccc2)c2c1C(c1ccc([N+](=O)[O-])cc1)C(C#N)=C(N)O2 (stereo not given) was read as LYPLA2 inh 6, PAFAH1B3 inh 8, ZTA counter 0, pPAFAH FP inh 5, PREPL inh -8, PAFAH1B2 inh 8, EBNA-1 inh 14, LYPLA1 inh 1 and PAFAH2 inh 11.
Cc1ccc(C(=O)NCC(=O)OCc2c(F)cccc2Cl)cc1 was read as LYPLA2 inh 5, PAFAH1B3 inh 6, ZTA counter -19, pPAFAH FP inh -3, PREPL inh 5, PAFAH1B2 inh 3, EBNA-1 inh -15, LYPLA1 inh 2 and PAFAH2 inh 7.
Screening COc1cc(NC(=O)c2cnn3c(C(F)F)cc(C4CC4)nc23)c(OC)cc1Cl returned LYPLA2 inh -10, PAFAH1B3 inh 5, ZTA counter -7, pPAFAH FP inh -6, PREPL inh 13, PAFAH1B2 inh 1, EBNA-1 inh -5, LYPLA1 inh 0 and PAFAH2 inh 2.
CCn1nccc1C(=O)Nc1cccc(C)c1C was read as LYPLA2 inh -7, PAFAH1B3 inh -2, ZTA counter -1, pPAFAH FP inh -3, PREPL inh 10, PAFAH1B2 inh 0, EBNA-1 inh -21, LYPLA1 inh -2 and PAFAH2 inh 0.
For Clc1cccc(N/N=C/c2ccncc2)c1 the results were LYPLA2 inh 7, PAFAH1B3 inh 3, ZTA counter 15, pPAFAH FP inh 0, PREPL inh 0, PAFAH1B2 inh -1, EBNA-1 inh -6, LYPLA1 inh 8 and PAFAH2 inh 6.
